human PMI inhibitors: MPI inhibition at elevated mannose 6-phosphate – biochemical, fluorescence intensity, high mannose 6-phosphate, primary screen (AID 1220); recombinant PMI enzyme, coupled fluorescence intensity; higher % means a stronger effect; inhibition, % at 20 µM; hits with a dose series show IC50 in µM; actives 0.66% (n = 190,000)
Insulin prom up: MIN6 insulin promoter up-regulation. z-score at 5 µM. actives 0.3% (n = 190,000). MIN6 insulin promoter-GFP reporter, high-content imaging; active compounds read high. AID 1625;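 active = z-score above 3 at 5 µM with at least 500 cells counted in the well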
human PMI inhibition: inhibitors of human PMI, primary screen, biochemical, fluorescence intensity, coupled assay (AID 1209) | purified PMI enzyme, coupled fluorescence intensity; higher % means a stronger effect | inhibition, % at 20 µM; hits with a dose series show IC50 in µM | actives 0.42% (n = 190,000);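 note: plate controls were DMSO vehicle for no effect and wells lacking substrate for full effect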
TNAP activation fold: stimulation of alkaline phosphatase TNAP activity – biochemical, luminescent, no phosphate acceptor, uHTS, primary screen (AID 1001); purified TNAP, luminescent activation assay, no phosphate acceptor; higher activation fold means a stronger effect; activation fold at 20 µM; hits with a dose series show EC50 in µM; actives 0.03% (n = 200,000); in the data active = activation fold from about 3, or a potency from the dose series; inactive = the rest, 99 in 100 with activation fold below about 1.6; note: many of its hits are not listed in these tables
Hep lipid drop: modulators of hepatic lipid droplet formation | AML12 mouse hepatocytes, oleate lipid droplets, BODIPY imaging | inhibition, % at 6.5 µM | actives 0.4% (n = 240,000) | AID 1656;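 active = lipid droplet intensity inhibited by at least 50%, with more than 500 cells counted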
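Assay system: AML12 hepatocytes (mouse) / Also added: 100 µM oleic acid challenge / Times: overnight treatment with compound plus oleate / Detection: high-content imaging of BODIPY-stained droplets and DAPI nuclei / Evaluation: % inhibition of lipid droplet signal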
T cell HTS: T cell immune modulators affecting CD8 T cell-vesicle binding; AID 2052; actives 0.068% (n = 330,000); calls only at 7 µM; 2C CD8+ T cell-vesicle binding, flow cytometry; active compounds read low;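 active = response, share of CD8 T cells binding vesicles, and their 90th percentile fluorescence all below set limits, cut at about 80% in these data, passing the limit was not always enough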
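material = purified 2C TCR transgenic mouse naive CD8+ T cells | controls = Unloaded micro-vesicles (low), QL9 vesicles with 0.7% DMSO (high) | detection = cytometric PE anti-B7-1 and Alexa647 anti-CD8 signals after 1% paraformaldehyde fixation | incubation = binding step 1.5 h, 37 °C, antibody labelling 20 min, ice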
Autophagy HCS: modulators of autophagy; actives 0.98% (n = 190,000); MEF GFP-LC3 puncta imaging; test concentration mostly 10 µM; calls only at 10 µM (by protocol);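 active = percentage of spot-positive cells more than 3 SD above its plate mean, without a fluorescence outlier flag or 80% toxicity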;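 note: spot-positive cell cutoff set from DMSO-treated cells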
b-catenin transl: alters nuclear translocation of beta-catenin in HeLa cells. immunofluorescence imaging. nuclear translocation activity, % at 5 µM. actives 0.3% (n = 190,000);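 active = nuclear translocation activity above 50% at 5 µM, with a well cell count of 50 or more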;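 note: per-cell ratio of nuclear to cytoplasmic median beta-catenin stain intensity; plate controls were DMSO negative control for no effect and GSK-3 inhibitor IX positive control for full effect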
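assay system = human HeLa cells, endogenous beta-catenin | times = compound treatment 24 h, 37°C, 5% CO2 | detection = Anti-beta-catenin immunofluorescence on PFA-fixed, Triton-permeabilized cells, DAPI nuclei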
MT stabilize HCS: microtubule stabilizers in HeLa cells. HeLa tubulin immunostaining HCS, 24 h; share of cells brighter than vehicle mean+2SD. % tubulin-high responders, % at 10 µM. actives 0.83% (n = 200,000). AID 2205;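 active = plate Z-score above 3 for both tubulin-high and condensed-nucleus cell shares, with cell loss under 80%, at 10 µM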;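 note: anti alpha tubulin signal scored within the nucleus-defined area of each cell; some results filed as inactive read as strong as hits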
Insulin prom up cell count: recorded beside Insulin prom up, whose call it bears; cell count; measured here: cytotoxicity, nuclei count;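 total cells summed across four imaged fields per well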
Hep lipid drop cells 6.5 µM: further read-out of Hep lipid drop, marked with its call; cell count; measured here: cell count, cytotoxicity flag;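 cells counted across two imaged fields per well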
b-catenin transl cell count 5 µM: also measured in b-catenin transl; calls as there; cell count; measured here: cell count, cytotoxicity flag
T cell HTS vesicle-bound %: also measured in T cell HTS; calls as there; double positive events, %; measured here: CD8+ vesicle-bound cell fraction;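 binding gate set so that unloaded-vesicle control wells show 10% double positive cells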
MT stabilize HCS Hoechst-high %: also measured in MT stabilize HCS; calls as there; % Hoechst-high responders; measured here: nuclear condensation Hoechst responders;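 share of cells brighter than vehicle mean plus two SD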
MT stabilize HCS cytotoxicity %: further read-out of MT stabilize HCS, marked with its call; toxicity, %; measured here: cytotoxicity by cell density;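 0% = mean cell density of plate MIN control wells and 100% = no cells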
Autophagy HCS cell loss 18 h: also measured in Autophagy HCS; calls as there; toxicity, %; measured here: cell loss, nuclei count;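 cell loss after 18 h compound exposure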
Starred values were filed as active, the others as inactive; i = inactive; nt = not tested or not shown; + = active, no number. Cut-off read from the data, not from the text of the source, unless noted: active = inhibition above about 50%; inactive = the rest.

compound	human PMI inhibitors	Insulin prom up	Insulin prom up cell count	human PMI inhibition	TNAP activation fold	Hep lipid drop	Hep lipid drop cells 6.5 µM	T cell HTS	T cell HTS vesicle-bound %	Autophagy HCS	Autophagy HCS cell loss 18 h	b-catenin transl	b-catenin transl cell count 5 µM	MT stabilize HCS	MT stabilize HCS Hoechst-high %	MT stabilize HCS cytotoxicity %
CC(C)(C)c1ccc(/C=N/NC(=S)NC2CCCCC2)cc1	0.3%	-1.32	1058	-0.2%	1.1	-3.1	585	i	36.0	i	17.7	nt	nt	2.0	1.7	4.1
Cc1cccc(C(C)(C)C)c1OCCCCN1CCCC1	-5.4%	-1.19	953	-4.9%	1.1	nt	nt	i	35.1	i	-1.4	nt	nt	1.2	1.8	13.4
O=C(C1=C(O)C(=O)N(Cc2ccco2)C1c1ccccc1)c1cccs1 (stereo not given)	1.5%	nt	nt	2.9%	1	nt	nt	i	13.5	i	-37.4	nt	nt	3.2	1.2	3.4
COc1cc(OC)c(N(C)S(=O)(=O)c2cccc(C(=O)Nc3nnc(C4CC4)s3)c2)cc1Cl	nt	-0.59	1140	nt	nt	-8.9	655	i	23.8	nt	nt	0.6	1367	nt	nt	nt
COc1ccc(S(=O)(=O)N(CCCN2CCOCC2)Cc2ccc(OC)c(OC)c2)cc1	10.8%	-0.18	965	-1.6%	1.1	nt	nt	i	1.7	i	12.6	-5.2	866	3.9	2.6	9.9
O=c1c2ccccc2nnn1Cc1ccccc1	nt	0.81	1576	nt	nt	1.0	751	i	35.5	nt	nt	0.7	1317	nt	nt	nt
COC(=O)C(NNc1ccccc1)(NC(=O)c1ccc(F)cc1)C(F)(F)F (stereo not given)	-92.8%	-0.74	979	-19.6%	1.1	nt	nt	i	24.7	i	-21.1	1.3	1411	2.1	1.7	1.7
O=C(Cn1cncn1)N/N=C/c1cccnc1	nt	0.32	1070	nt	nt	-0.4	762	i	29.1	nt	nt	0.9	1335	nt	nt	nt
CC(=O)c1sc(NC(=O)c2cc(=O)c3ccccc3o2)nc1C	-13.3%	-1.1	1215	-21.6%	1.1	5.0	694	i	25.7	+	0.3*	1.1	1109	2.9	3.9	8.7
Cc1ccc(C)c(NC(=O)CS(=O)(=O)c2cn(C)c3ccccc23)c1	8.6%	0.46	1133	-0.5%	1	-10.6	725	i	10.7	i	9.6	7.1	1017	4.0	3.2	6.5
COc1ccc(C(CCN(Cc2ccc(OC)c(OC)c2)C(=O)CCl)c2ccccc2)cc1 (stereo not given)	-14.0%	-1.09	894	-1.5%	1.1	4.2	677	i	43.3	i	29.6	-3.0	1128	4.3	4.8	6.6
CC(/C=C/c1cccs1)=C\C(=O)O	-9.6%	0.52	1425	-15.6%	1	nt	nt	i	32.2	i	-6.4	-1.3	1288	4.3	1.8	2.9
O=C(N/N=C\c1ccc(CNS(=O)(=O)c2ccc(Cl)cc2)o1)C(=O)Nc1ccc(Oc2ccccc2)cc1	-7.2%	0.01	1358	-8.7%	1.2	-9.4	625	i	37.5	i	23.4	nt	nt	4.9	1.7	7.1
CN(CC(=O)NCCC1=CCCCC1)S(=O)(=O)c1ccc2c(c1)CCC(=O)N2	1.7%	-0.83	1966	4.9%	1.2	15.1	702	i	53.7	nt	nt	-5.3	1119	3.3	2.9	3.8
O=C1CCCN1CCCNC(=S)Nc1ccccc1	nt	-0.31	1136	nt	nt	-4.2	782	i	59.8	nt	nt	0.9	1215	nt	nt	nt
C=CCC1(CC=C)CCCN1C(=O)CC1C(=O)NCCN1Cc1cccc(OC)c1 (stereo not given)	29.4%	nt	nt	8.7%	1.1	-11.3	711	i	50.2	i	4.0	-2.4	939	3.9	2.1	5.9
COc1cc(OC)cc(C(=O)N[C@H](C(=O)OCC(=O)Nc2ccc(F)c(F)c2F)C(C)C)c1	3.7%	0.13	1187	8.0%	1.1	-14.7	730	i	40.1	i	-2.6	-2.3	1130	4.6	3.4	7.2
COc1ccc(NC(=O)c2oc3ccc(S(=O)(=O)N4CCC5(CC4)OCCO5)cc3c2C)cc1	8.7%	-0.17	1956	19.4%	1	-0.5	603	i	10.7	i	7.9	1.5	1046	2.2	0.7	24.0
O=C(NCCCn1ccnc1)C(=O)NCC1OCCN1S(=O)(=O)c1ccc2c(c1)OCCO2 (stereo not given)	nt	1.58	944	nt	nt	-7.4	685	i	20.6	nt	nt	-0.2	1266	nt	nt	nt
Cc1cc2n(n1)C(c1ccccc1)Nc1ccccc1-2 (stereo not given)	20.2%	0.25	1305	18.8%	1	-4.9	720	i	18.6	i	-1.8	0.2	1061	2.4	2.5	7.3
CCCc1cc(=O)[nH]c(SCC(=O)N2CCN(c3ccc(F)cc3)CC2)n1	-15.3%	-0.07	1137	-6.3%	1	6.6	746	i	61.4	i	-1.7	nt	nt	2.7	2.1	1.8
Cc1ccc(NC(=O)C2CCN(S(=O)(=O)c3c(C)noc3C)CC2)cc1C	-4.7%	-0.01	1233	-5.6%	1	3.3	720	i	56.6	i	40.8	1.7	985	0.8	1.5	5.3
O=C(Cc1cccs1)N/N=C/C=C\c1ccco1	27.2%	-0.47	1583	-4.2%	1.1	-22.8	637	i	43.8	i	3.8	-2.6	1280	6.7	1.8	1.3
CS(=O)(=O)N1CCCC(C(=O)NCCCN2CCc3ccccc3C2)C1 (stereo not given)	-5.6%	0.29	1070	-0.4%	1.1	-2.3	585	i	50.3	i	-3.8	-0.1	1072	3.0	1.1	3.0
COc1ccc(N2CCN(C(=S)Nc3cccc(C)c3)CC2)cc1	-2.3%	nt	nt	-5.0%	1.2	nt	nt	i	29.6	i	-3.5	nt	nt	1.4	1.1	7.3
Cc1ccc(NC(=O)COC(=O)CN2CSCC2=O)cc1C	-8.3%	0.01	1140	-5.6%	1.2	nt	nt	i	63.7	i	-8.9	-3.7	946	1.8	2.3	5.9
COc1ccc(N2C(=O)c3ccccc3NC2c2ccc(OC)c(Cn3nnc4ccccc43)c2)cc1 (stereo not given)	10.9%	-0.33	1297	14.4%	1	-17.8	665	i	13.2	i	38.6	-2.9	1209	5.1	3.0	1.6
Cc1ccc(NC(=O)/C(=C\c2cccc([N+](=O)[O-])c2)NC(=O)c2cccs2)cc1	3.1%	nt	nt	2.4%	1	nt	nt	i	61.7	i	5.4	nt	nt	3.3	1.7	9.3
O=[N+]([O-])c1cccc(C(=S)N2CCN(c3ccccc3F)CC2)c1	7.3%	-0.21	1714	4.0%	1.1	2.3	661	i	13.7	i	-3.9	-2.6	1011	2.4	3.0	2.2
Cc1ccccc1CSCCC(=O)NCCC1=CCCCC1	5.1%	0.84	1405	12.3%	1.1	4.3	707	i	54.5	i	-5.2	-1.9	1121	2.4	2.5	9.5
c1ccc(COc2ccc(OCCCN3CCCC3)cc2)cc1	-15.8%	-0.41	1301	-17.2%	1	-6.4	564	i	5.1	i	-1.1	0.1	925	3.1	2.0	8.3
CCN(CC)c1ccc(NC(=O)COc2ccc(C#N)cc2)cc1S(=O)(=O)Nc1ccc(OC)cc1	2.7%	-1.31	1073	-5.3%	1.1	-64.3	695	i	29.3	i	4.7	-2.2	490	3.9	4.2	4.3
CCOC(=O)c1sc(NC(=O)CCCCl)nc1C	-27.3%	0.12	1224	-23.5%	1.1	8.8	707	i	53.4	i	5.4	-3.8	557	2.1	2.1	8.5
Cc1ccc(CN2CCN(CCC(C)C)C(CCO)C2)s1 (stereo not given)	-3.9%	-0.48	1467	1.9%	1.1	13.7	744	i	44.7	i	14.8	1.7	959	4.8	2.3	3.1
COc1ccccc1NS(=O)(=O)c1cc(NC(=O)c2cnccn2)ccc1N1CCOCC1	nt	-0.06	1330	nt	nt	-2.1	743	i	26.9	nt	nt	0.2	1157	nt	nt	nt
Cn1c(=O)c2c(ncn2CCCc2ccccc2)n(C)c1=O	-5.1%	-0.73	1358	-1.4%	1.2	nt	nt	i	45.4	i	16.2	-7.3	1015	5.3	2.5	5.2
COCCNC(=S)NNc1ccc(Cl)c(C(=O)O)c1	nt	-0.46	1437	nt	nt	-0.1	730	i	46.3	nt	nt	-5.3	1245	nt	nt	nt

Assay outcomes from PubChem.

This is a random part of the collection; 2.9% or so of the library scored in one or more.
